Assay outcomes as filed in PubChem.
core dimer inh = HCV core protein dimerization inhibition; TR-FRET GST/Flag-core106 dimerization, 1536-well; inhibition, % at 5 µM; 300,000 tested, 0.33% active; AID 1899;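 active means inhibition above the mean of all tested compounds plus 3 SD, set per screening campaign, cut at about 45% in these data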
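Material: Tagged HCV core106 pair (GST and Flag) | Amount: GST-core106 13.5 nM, Flag-core106 17 nM | Medium: KF-containing HEPES buffer, pH 7.45, DTT, CHAPS, BSA | Reagent: Eu donor and XL665 acceptor anti-tag antibodies | Schedule: 4 h at 22.5 °C | Technique: Time-resolved FRET, ex 340 nm, em 617 and 671 nm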
GRK2 inh = blocks RNA aptamer binding to human GRK2; P25098; 330,000 tested, 0.59% active; bead flow cytometry, FAM-aptamer displacement from GRK2; inhibition of aptamer binding, % at 10 µM; AID 488847;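 active means inhibition of aptamer binding above 40%, roughly 3 SD of noise, on plates passing a quality check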;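 further: median bead fluorescence of bound FAM aptamer so fluorescent compounds give negative values; no value below 0 was filed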
Target sequence (P25098 whole entry, looked up): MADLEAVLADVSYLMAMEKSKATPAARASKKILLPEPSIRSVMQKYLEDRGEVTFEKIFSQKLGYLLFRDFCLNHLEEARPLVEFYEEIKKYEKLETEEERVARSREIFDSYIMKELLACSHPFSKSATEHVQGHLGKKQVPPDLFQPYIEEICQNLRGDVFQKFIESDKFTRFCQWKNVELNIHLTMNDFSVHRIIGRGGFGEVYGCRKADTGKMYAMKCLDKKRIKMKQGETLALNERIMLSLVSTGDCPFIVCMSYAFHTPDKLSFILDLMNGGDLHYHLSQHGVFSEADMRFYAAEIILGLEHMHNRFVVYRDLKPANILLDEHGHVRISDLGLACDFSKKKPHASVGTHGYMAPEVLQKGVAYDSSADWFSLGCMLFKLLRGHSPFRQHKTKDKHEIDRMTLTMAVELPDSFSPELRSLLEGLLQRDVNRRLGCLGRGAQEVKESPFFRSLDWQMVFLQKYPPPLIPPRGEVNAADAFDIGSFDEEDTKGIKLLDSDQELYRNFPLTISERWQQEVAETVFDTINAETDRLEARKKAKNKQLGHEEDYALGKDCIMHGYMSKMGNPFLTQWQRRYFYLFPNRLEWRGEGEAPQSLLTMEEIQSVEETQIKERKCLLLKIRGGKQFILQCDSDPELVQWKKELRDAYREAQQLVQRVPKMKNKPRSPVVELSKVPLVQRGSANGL
PP1 inh = PP1-alpha (human) inhibition in PP5 counter-screen; P62136; purified PP1alpha, OMFP fluorescence; inhibition, % at 6.7 µM; 320,000 tested, 0.9% active; AID 2235;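 active means inhibition above the mean inhibition of all tested compounds plus 3 SD, computed separately for each screening campaign, cut at about 15% in these data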
VLA-4 inh = inhibition in a human VLA-4 binding assay. P13612. VLA-4 expressing cells, ligand binding flow cytometry. inhibition, % (about 7 µM as worked out from the volumes in the protocol). 330,000 tested, 0.2% active. AID 2557; in the data active means inhibition above about 50%
proCasp7 act = counter-screen: procaspase-7 (human) activation | P55210 | AID 463210 | 330,000 tested, 0.093% active | recombinant procaspase-7, Ac-DEVD-pNA absorbance 405 nm; D23A/D198A/D206A triple mutant, cannot self-cleave; scale: DMSO 0, 5 µM enzyme 100 | activation, % at 8.5 µM;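 active means percent activation above the screen-wide mean plus 3 SD, cut at about 25% in these data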
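Material: Procaspase-7 triple mutant (PC-7 D3A) | Quantity: 2 µM procaspase-7 mutant as dispensed | Reagent: DEVD-pNA substrate | Times: 1 h preincubation, 2 h reaction | Technique: 405 nm absorbance of p-nitroaniline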
GASC-1 inh = blocks human GASC-1 demethylase activity; Q9H3R0; GST-JMJD2C(1-420) H3K9me3 demethylation, DELFIA europium; inhibition, % at 2.35 µM; 330,000 tested, 0.069% active;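 active means more than half of a compound's replicate wells show inhibition beyond 50%, single wells judged on their own value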;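 further: signal counts dimethyl H3K9 product captured on neutravidin plate; 0% = median of DMSO wells and 100% = 0.3 times that DMSO median; strong numbers were not always called active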
Target sequence (Q9H3R0 1-420 limits assumed): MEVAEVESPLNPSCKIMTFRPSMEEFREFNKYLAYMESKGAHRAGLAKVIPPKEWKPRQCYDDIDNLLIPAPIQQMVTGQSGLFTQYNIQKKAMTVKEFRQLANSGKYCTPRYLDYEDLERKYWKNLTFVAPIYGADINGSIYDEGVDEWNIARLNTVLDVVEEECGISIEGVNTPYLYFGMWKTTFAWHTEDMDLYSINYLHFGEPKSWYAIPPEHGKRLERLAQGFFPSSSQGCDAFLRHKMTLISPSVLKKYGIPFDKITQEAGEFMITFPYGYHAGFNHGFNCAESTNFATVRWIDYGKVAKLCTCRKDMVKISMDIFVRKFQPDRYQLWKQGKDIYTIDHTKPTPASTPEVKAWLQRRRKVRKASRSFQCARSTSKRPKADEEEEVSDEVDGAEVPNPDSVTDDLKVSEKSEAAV
PP5 primary = PP5 (human) phosphatase inhibition; inhibition, % at 6.7 µM; 320,000 tested, 0.18% active; purified PP5c, OMFP substrate fluorescence; P53041; AID 1987;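 active means inhibition above the campaign's mean inhibition across all tested compounds plus 3 SD, cut at about 9.5% in these data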;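 further: 0% = DMSO only and 100% = 100 µM cantharidin control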
proCasp3 act = activators of human procaspase-3; P42574; recombinant procaspase-3 D3A, Ac-DEVD-pNA absorbance 405 nm; activation, % at 8.5 µM; 330,000 tested, 0.11% active; AID 463141;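 active means activation above the mean of all tested compounds plus 3 SD, cut at about 21% in these data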;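 further: 0% = DMSO alone and 100% = DMSO wells spiked with extra 5 µM PC-3 D3A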
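Assay system – Procaspase-3 D3A mutant, all three cleavage aspartates alanine · Controls – DMSO-only low control, 5 µM PC-3 D3A high control · Schedule – 1 h compound preincubation, 2 h substrate hydrolysis at 25 °C · Signal – 405 nm absorbance of p-nitroaniline, reads at 0 and 120 min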
Fh CTSL1 inh = counter-screen for PFM18AAP inhibitors: inhibitors of F. hepatica cathepsin L1. inhibition, % at 5.96 µM. recombinant F. hepatica cathepsin L1, Z-Leu-Arg-MCA fluorescence. 300,000 tested, 0.49% active;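 active means inhibition above the mean of all tested compounds plus 3 SD, set per screening campaign, cut at about 17% in these data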;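 further: 0% = plate median of test compound wells and 100% = 1 µM Z-Phe-Ala-diazomethylketone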
Starred values were filed as active, the others as inactive; x = not tested or not shown; & = joins results of further samples.

cpd	mol	core dimer inh	GRK2 inh	PP1 inh	VLA-4 inh	proCasp7 act
1	CCCCCCSc1ccc(-c2nc3ccc(C)cn3c2NC2CCCCC2)cc1	0	1	4	-72	-10
2	CC1CCCN(S(=O)(=O)c2ccc(Br)s2)C1 (centres undefined)	-2	2	0	0	2
3	O=C(COC(=O)c1ccc(O)cc1)NC(=O)NCc1ccccc1	x	4	6	39	4
4	O=C(CSc1ncnc2c1cnn2-c1ccccc1)NCC1CCCO1 (centres undefined)	-1	2	0	-3	5
5	O=C(CCc1ccc(S(=O)(=O)N2CCOCC2)cc1)Nc1ccc2c(c1)OCCO2	5	1	-4	4	4
6	COc1ccc(N(C)C(=O)CCS(=O)(=O)c2cccc3nsnc23)cc1	4	2	-4	-2	3
7	CC(C)=CC(=O)NCCc1ccccc1	-2	1	-2	4	9
8	O=C1CCCC(O)=C1N=Nc1cccc(S(=O)(=O)N2CCOCC2)c1	-4	1	2	-1	-1
9	COC(=O)C(Cc1ccccc1)NC(=O)CSc1nc(C)cc(=O)[nH]1 (centres undefined)	4	4	-1	-3	-2
10	COc1ccc(N2CCN(C(=S)NCc3ccc(C)cc3)CC2)cc1	3	0	1	-3	4
11	COc1ccccc1CN(C(=O)CNC(=O)c1ccco1)C(C(=O)NCC1CCCO1)c1ccc(OC)c(OC)c1 (centres undefined)	12	1	-2	5	-11
12	C/C=C(\C)CN1CCC(Oc2cccc(C(=O)NCc3ccccn3)c2)CC1	-8	0	-3	5	15

cpd	GASC-1 inh	PP5 primary	proCasp3 act	Fh CTSL1 inh
1	-2	1.8	0	5
2	-5	0.9	3	0
3	12	0.7	-2	x
4	-3	-0.5	4	-1
5	-9	-1.7	-8	-4
6	28	-1.1	-3	0
7	3	-0.1	0	-5
8	7	1.9	0	5
9	6	0.7	6	-2
10	-9	-0.8	6	1
11	4	-0.3	9	-2
12	-4	-0.2	1	-2

cpd	mol	core dimer inh	GRK2 inh	PP1 inh	VLA-4 inh	proCasp7 act
13	COc1ccc(/C(C)=N/NC(=O)c2ccncc2)cc1	3	2	-3	4	5
14	COc1ccc(NC(=O)c2ccc3c(c2)NC(=O)CS3)cc1S(=O)(=O)Nc1ccc(Br)cc1	5	10	7	17	-39
15	O=c1/c(=C\c2ccc(O)cc2)sc2nc(-c3ccccc3)c(-c3ccccc3)n12	6	0	1	-8	-4
16	CCn1cc(S(=O)(=O)c2ccc(OC)cc2)c(=O)c2cc(F)c(N3CCN(C)CC3)cc21	9	2	1	28	3
17	Nc1ccc(C(=O)NNC(=O)C2COc3ccccc3O2)cc1[N+](=O)[O-] (centres undefined)	3	0	-5	20	4
18	CC1Cc2ccccc2N1C(=O)CSc1nc2c(c(=O)n(C)c(=O)n2C)n1Cc1ccccc1 (centres undefined)	25	0	5	-12	2
19	CCOC(=O)Cn1nnc2c(sc3nc4c(c(-c5ccccc5)c32)CCC4)c1=O	12	0	0	6	-11
20	Cc1ccc(OCC(=O)N/N=C2\CCOc3c(C)cccc32)cc1	3	2	0	2	6
21	CN1CC(=O)N=C1N	-4&-12	2&0	-1&-2	-1&-19	5&-5
22	COc1ccc(OC2CCN(S(=O)(=O)c3ccc(OC)c(OC)c3)CC2)cc1	0	1	2	-6	-8
23	Cc1ccccc1C(=O)Nn1cnnc1	-6	0	-4	24	-6
24	Cc1ccccc1NC(=O)Cc1nnc(SCC(=O)Nc2ccccc2)n1C	3	3	-2	1	8

cpd	GASC-1 inh	PP5 primary	proCasp3 act	Fh CTSL1 inh
13	-3	-2.7	2	2
14	0	3.3	-22	6
15	2	0.8	2	-2
16	9	2.5	6	-1
17	13	-1.6	3	-4
18	-14	3.8	5	1
19	11	-0.1	-2	5
20	-2	-0.7	-4	-6
21	8&4	-0.5&2.3	-4&7	-2&-3
22	-3	0.2	0	0
23	-26	0.5	4	-1
24	-2	0.0	0	2

Results in VLA-4 inh, GASC-1 inh and PP5 primary, for 3 of the compounds above:
entry	smiles	VLA-4 inh	GASC-1 inh	PP5 primary
22	COc1ccc(OC2CCN(S(=O)(=O)c3ccc(OC)c(OC)c3)CC2)cc1	-6	-3	0.2
23	Cc1ccccc1C(=O)Nn1cnnc1	24	-26	0.5
24	Cc1ccccc1NC(=O)Cc1nnc(SCC(=O)Nc2ccccc2)n1C	1	-2	0.0

Next entries.
cpd	mol	core dimer inh	GRK2 inh	PP1 inh	VLA-4 inh	proCasp7 act
25	CC(C)N(C(=O)[C@H]1CC(CC(=O)NCCCn2ccnc2)C(=O)N2CCc3c([nH]c4ccccc34)[C@]12C)C(C)C (some centres undefined)	x	3	x	41	1
26	Cn1c(CNC(=O)CNS(=O)(=O)c2ccccc2)cc(=O)n(C)c1=O	4	0	-3	6	-3
27	CCOC(=O)c1ccccc1NC(=O)/C(C)=C/C(=O)O	3	1	9	3	-2
28	O=C(Cn1nnc(-c2ccccc2)n1)NCC(=O)Nc1ccc(F)c(F)c1F	x	0	x	-21	1
29	Cc1nc(C#N)c(NCc2ccc3c(c2)OCO3)o1	-5	2	3	7	6
30	CS(=O)(=O)Nc1ccc(C(=O)Nc2ccc3ccccc3c2)cc1	-9	0	-1	7	-1
31	O=C(CC1SC(N2CCCCC2)=NC1=O)Nc1cccc(C(=O)Nc2ncccc2O)c1 (centres undefined)	0	0	-3	0	8
32	COc1ccc(CNc2ccc3c(c2)nc(C)n3C)cc1	-13	0	1	4	8
33	COC(=O)c1sc(N)c(C(=O)OC)c1COC(=O)c1c(C)noc1C	1	0	3	-5	9
34	CCCCN(C(=O)CSc1nnc(-c2ccccc2OC)n1C)c1c(N)n(Cc2ccccc2)c(=O)[nH]c1=O	-6	2	1	-10	6
35	CN(C)S(=O)(=O)N(CC(=O)NCCSCc1ccc(Cl)cc1)c1ccccc1	3	2	-1	19	-2
36	CCOC1OC(=O)C(Cl)=C1Nc1cc(C)ccc1C (centres undefined)	1	3	-1	-3	4

cpd	GASC-1 inh	PP5 primary	proCasp3 act	Fh CTSL1 inh
25	-4	x	6	x
26	-2	-0.1	8	0
27	0	0.2	-8	-1
28	0	x	3	x
29	-5	4.6	-12	-3
30	1	0.2	-3	3
31	7	0.0	15	-1
32	-8	0.5	9	0
33	4	10*	15	0
34	6	2.5	12	0
35	-12	2.6	-11	0
36	-24	0.6	3	0

cpd	mol	core dimer inh	GRK2 inh	PP1 inh	VLA-4 inh	proCasp7 act
37	O=C(c1ccccc1Cc1ccccc1)N1CCN(S(=O)(=O)c2ccccc2[N+](=O)[O-])CC1	6	2	-3	5	-1
38	Cc1cccc([C@@H](NC(=O)OC(C)(C)C)C(=O)OC(C)(C)C)c1	x	0	-1	19	0
39	Cc1ccccc1OCC(=O)OCC(=O)Nc1cc(C(F)(F)F)ccc1N1CCOCC1	6	2	4	-1	6
40	CCOCCCn1c(SCC(=O)NCc2ccc3c(c2)OCO3)nc2ccccc2c1=O	-2	1	-3	-7	-13
41	Clc1ccc(Cn2ncc3c(NCc4ccco4)ncnc32)c(Cl)c1	0	2	-1	11	-1
42	O=C(NCCN1CCOCC1)c1ccc2c(c1)N(Cc1ccc(F)cc1)C(=O)c1ccccc1S2(=O)=O	1	0	0	2	-6
43	COCCCNC(=O)Cn1cc(/C=C(\C#N)C(=O)NC2CC2)c2ccccc21	7	0	-4	-8	1
44	COC(=O)[C@@]1(Cc2ccc(OC)cc2)[C@@H]2C(=CC(=O)[C@H]2CC(=O)C(=O)N2CCCC2)CN1C(=O)c1ccccc1	5	1	2	14	-9
45	Cn1nc(CC(=O)Nc2cccnc2N2CCOCC2)c2ccccc2c1=O	0	5	-2	15	-3
46	Cc1ccc(S(=O)(=O)NC2=NCCC2)cc1	-1	0	-1	1	2
47	CCOC(=O)CC(=O)CSc1nc(N)c(C#N)c(-c2ccc(F)cc2)c1C#N	4	0	6	-5	-12
48	Cc1ccc2c(c1)N(CC(=O)NCCCN1CC(C)CC(C)C1)C(=O)c1cccnc1O2 (centres undefined)	-4	0	5	5	5

cpd	GASC-1 inh	PP5 primary	proCasp3 act	Fh CTSL1 inh
37	-1	0.2	14	-2
38	-1	1.7	0	x
39	2	4.7	1	-16
40	1	1.7	-2	0
41	-9	7.4	-10	1
42	-3	1.2	14	16
43	0	0.0	-1	4
44	4	3.6	7	2
45	-24	0.8	-1	-1
46	-12	1.0	-5	-1
47	30	1.4	-26	-2
48	-17	-1.0	13	-3

Quoted at random: five compounds from above
cpd	mol	core dimer inh	GRK2 inh	PP1 inh	VLA-4 inh	proCasp7 act
21	CN1CC(=O)N=C1N	-4&-12	2&0	-1&-2	-1&-19	5&-5
3	O=C(COC(=O)c1ccc(O)cc1)NC(=O)NCc1ccccc1	x	4	6	39	4
44	COC(=O)[C@@]1(Cc2ccc(OC)cc2)[C@@H]2C(=CC(=O)[C@H]2CC(=O)C(=O)N2CCCC2)CN1C(=O)c1ccccc1	5	1	2	14	-9
10	COc1ccc(N2CCN(C(=S)NCc3ccc(C)cc3)CC2)cc1	3	0	1	-3	4
42	O=C(NCCN1CCOCC1)c1ccc2c(c1)N(Cc1ccc(F)cc1)C(=O)c1ccccc1S2(=O)=O	1	0	0	2	-6

cpd	GASC-1 inh	PP5 primary	proCasp3 act	Fh CTSL1 inh
21	8&4	-0.5&2.3	-4&7	-2&-3
3	12	0.7	-2	x
44	4	3.6	7	2
10	-9	-0.8	6	1
42	-3	1.2	14	16

New compounds follow
cpd	mol	core dimer inh	GRK2 inh	PP1 inh	VLA-4 inh	proCasp7 act
49	O=C1CCc2cc(NS(=O)(=O)c3cc(F)ccc3F)cc3c2N1CC3	-1	7	1	13	12
50	O=C(c1ccc2c3c(cccc13)CC2)N1CCN(c2ncccn2)CC1	3	2	-5	-4	3
51	O=C(CN1C(=O)NC2(CCOc3ccccc32)C1=O)N1CCCCC1 (centres undefined)	x	0	x	46	7
52	CC12CCC(c3c(C(=O)N4CCOCC4)nn(-c4ccccc4)c31)C2(C)C (centres undefined)	0	0	2	26	1
53	COCCN(CCOC)C(=S)Nc1cc(S(=O)(=O)N(C)C)ccc1C	-1	2	-3	6	6
54	O=C(O)C(Cc1c[nH]c2ccccc12)N1Cc2ccccc2C1=O (centres undefined)	16	0	0	-1	-5
55	CCCC(=O)Nc1cccc(NC(=O)c2ccc3c(c2)OCCO3)c1	-1	2	-2	-4	13
56	COc1cc2c(cc1OC)C1(CCCCC1)CN(C)C2	3	0	2	4	1

cpd	GASC-1 inh	PP5 primary	proCasp3 act	Fh CTSL1 inh
49	18	-2.7	-5	-2
50	-4	0.5	-6	-1
51	-2	x	0	x
52	-12	1.1	9	-3
53	8	0.6	0	6
54	0	0.6	-3	-2
55	51	0.7	7	2
56	-3	-0.5	-1	-2

Hits appear at their usual frequency; 2.6% or so of the library scored in one or more.
